Screens (PubChem)
TSHR antagonist = human thyrotropin receptor antagonism. P16473. TSHR-expressing cells, TSH-stimulated cAMP HTRF, 2 h; stronger effect = lower value. activity change, negative = inhibition, % at 11.5 µM. 330,000 compounds, 0.2% hits. AID 504810;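 active = activity change below a set negative limit, meaning inhibition stronger than a set level, cut at about -70% in these data; inconclusive = activity change between two set negative limits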; also: % is scaled to controls: 0 for no effect and ±100 for the full control effect
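Freshly harvested TSHR cells receive pin-tooled compound, then EC80 TSH at 4nM final. After 2 hours at 37 deg C, antibody in lysis buffer and cAMP-d2 are added; 30 minutes at ambient temperature precede the HTRF read.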
PTAP TSG101 blk = blocks PTAP/TSG101 interaction to inhibit HIV-1 budding; Q99816; Fluorescence polarization, FITC-PTAP peptide / Tsg101 binding; Potency, µM (highest dose often 115 µM), without a hit: at the top dose activity change, negative = inhibition, usual class: inhibitors; 340,000 tested, under 10 active; active = well fitted inhibition curve with a large enough effect in the main read-out, with a control signal flat, not every such curve was filed as active; inconclusive = small, poorly fitted or top-dose-only effect, or effect the other way, or a change in a side signal; inactive = no such curve, though single readings can be large or run the other way; also: potency is read from the fitted curve at half-maximal effect; % of control where 0% means no effect
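Steps: Tsg101 binding domain dispensed (10 uM final), compounds pinned in DMSO, FITC-labeled PTAP-motif peptide added (50 nM final); after 20 min binding at room temperature, polarization measured.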
Mito fusion yeast = inhibitors of mitochondrial division or activators of mitochondrial fusion; Potency, µM (highest dose often 46.1 µM), inactives show at the top dose growth rescue (activation), hits mostly activators; AID 485298; 320,000 compounds, 0.23% hits; S. cerevisiae fusion-defective mutant growth rescue, CellTiterGlo 48 h;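 also: potency is read from the fitted curve at half-maximal effect; % of control where 0% means no effect; nearly all actives have a fitted effect of over 45% in size; temperature-sensitive fusion mutants such as fzo1-1 at 37 °C on non-fermentable ethanol glycerol medium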
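Temperature-sensitive fusion-defective S. cerevisiae (e.g. fzo1-1, mgm1-5) were grown with compound in YPEG medium (3% ethanol, 3% glycerol) for 48 hours at 37C. Growth rescue was measured as viability by CellTiterGlo luminescence after 10 minutes at ambient.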
ASM inhibitor = human S-ASM enzyme inhibition. Potency, µM (doses to about 57.5 µM), for inactives: at the highest dose activity change, negative = inhibition, hits mostly inhibitors. P17405. 340,000 compounds, 0.006% hits. placental ASM, HMU-PC fluorogenic substrate, 60 min. AID 504937; also: potency is read from the fitted curve at half-maximal effect
Target sequence (P17405 47-631 limits assumed): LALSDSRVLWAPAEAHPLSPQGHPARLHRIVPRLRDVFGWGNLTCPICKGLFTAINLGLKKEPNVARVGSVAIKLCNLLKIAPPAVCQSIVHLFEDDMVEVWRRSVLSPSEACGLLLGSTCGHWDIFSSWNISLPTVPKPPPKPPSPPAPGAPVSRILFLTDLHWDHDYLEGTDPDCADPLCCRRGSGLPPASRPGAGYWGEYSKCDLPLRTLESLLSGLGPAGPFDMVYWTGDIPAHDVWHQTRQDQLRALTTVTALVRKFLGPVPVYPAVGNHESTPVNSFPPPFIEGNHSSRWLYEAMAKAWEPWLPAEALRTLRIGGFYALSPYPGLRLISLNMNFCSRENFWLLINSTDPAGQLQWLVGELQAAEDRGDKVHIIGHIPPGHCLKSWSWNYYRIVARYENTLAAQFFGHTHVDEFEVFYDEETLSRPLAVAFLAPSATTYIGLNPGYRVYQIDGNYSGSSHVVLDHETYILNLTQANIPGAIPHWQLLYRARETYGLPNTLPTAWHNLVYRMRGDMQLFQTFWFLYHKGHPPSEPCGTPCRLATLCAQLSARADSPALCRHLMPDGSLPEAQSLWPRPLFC
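Steps: dispense placental human ASM, pin compound, wait 10 min at room temperature, add HMU-PC0 substrate at 9 uM final, incubate 60 min at 37 °C, add stop solution raising pH to 10, read fluorescence.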
CXXC DNA block = MLL CXXC-DNA interaction inhibition; Potency, µM (top dose mostly 115 µM), without a hit: at the top dose activity change, negative = inhibition, actives largely listed as inhibitors; Q03164; AID 2662; 290,000 compounds, 0.037% hits; MLL-CXXC / FITC-HOXA9 DNA fluorescence polarization; active = well fitted inhibition curve with a large enough effect in the polarisation, with a control signal flat, not every such curve was filed as active; inconclusive = small, poorly fitted or top-dose-only effect, or effect the other way, or a change in a side signal; inactive = no such curve, though single readings can be large or run the other way; the % refers to the polarisation; also: potency is read from the fitted curve at half-maximal effect
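Purified MLL-CXXC (added from a 7 uM solution) was preincubated 5 min at ambient with pinned compounds in 50 mM Tris-HCl pH 7.5, 50 mM NaCl, 1 mM DTT, 0.05% BSA. Fluorescein-labeled HOX-A9 DNA (50 nM solution) followed, 30 min, then polarization read.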
Integrin act MD = activators of alpha7 integrin expression for muscular dystrophy. alpha7betagal myoblasts, beta-gal FDG fluorescence, 48 h. Potency, µM (top dose mostly 38.3 µM), inactives show at the highest dose activation, hits mostly activators. 350,000 compounds, 0.064% hits;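 also: potency is read from the fitted curve at half-maximal effect; 100% = response of the positive control SU9516; nearly all actives have a fitted effect of over 60% in size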
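Alpha7betagal+/- myoblasts (passage 13) were plated 16-24 hr, then exposed to compounds (1:260 dilution of DMSO stock) for 48 hours at 37C. After MPER lysis, β-galactosidase reporter activity was read as FDG fluorescence (ex 480/em 540) after 30 minutes.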
MBNL1-CUG inh = inhibitors of human MBNL1 binding to CUG repeat RNA. 280,000 compounds, 0.036% hits. TR-FRET MBNL1-His/biotin-(CUG)12 binding, 665/545 ratio. Potency, µM (titrated, usually from 57.5 µM), without a hit: at the top dose activity change, negative = inhibition, hits mostly inhibitors; active = well fitted inhibition curve with a large enough effect in the signal ratio, with a control signal flat, not every such curve was filed as active; inconclusive = small, poorly fitted or top-dose-only effect, or effect the other way, or a change in a side signal; inactive = no such curve, though single readings can be large or run the other way; the % refers to the signal ratio; also: potency is read from the fitted curve at half-maximal effect; % is scaled to controls: 0 for no effect and ±100 for the full control effect
Target sequence (Q9NR56 whole entry, looked up): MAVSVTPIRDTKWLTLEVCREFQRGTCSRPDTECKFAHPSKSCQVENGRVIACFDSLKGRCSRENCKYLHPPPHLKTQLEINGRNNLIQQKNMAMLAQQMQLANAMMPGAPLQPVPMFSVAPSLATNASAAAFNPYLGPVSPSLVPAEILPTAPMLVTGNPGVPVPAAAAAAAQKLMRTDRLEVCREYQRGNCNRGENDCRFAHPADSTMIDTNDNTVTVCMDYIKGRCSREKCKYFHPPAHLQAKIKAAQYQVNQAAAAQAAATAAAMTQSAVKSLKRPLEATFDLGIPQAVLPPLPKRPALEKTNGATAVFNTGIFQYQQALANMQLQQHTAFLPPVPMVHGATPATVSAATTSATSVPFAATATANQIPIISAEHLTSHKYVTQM
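MBNL1-His + Biotin-(CUG)12, cpd titration 92 nM–58 uM; Tb anti-His Ab 0.055 ng/ul, SA-XL665 5 nM (final); 60 min RT; ratiometric 665/545 nm, Ex 340 nm; normalized to buffer and full-complex controls.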
Menin MLL FP TR = displaces Texas Red mutant MLL peptide from human menin; 270,000 compounds, 0.23% hits; AID 1768; O00255; Potency, µM (titrated, usually from 61.6 µM), inactives show top-dose FP activity change, negative = inhibition, usual class: inhibitors; Menin + Texas Red MLL mutant peptide, fluorescence polarization; active = well fitted inhibition curve with a large enough effect in the polarisation, with a control signal flat, not every such curve was filed as active; inconclusive = small, poorly fitted or top-dose-only effect, or effect the other way, or a change in a side signal; inactive = no such curve, though single readings can be large or run the other way; the % refers to the polarisation; also: potency is read from the fitted curve at half-maximal effect; % of control where 0% means no effect; many of its hits are not listed in these tables
AT treatment = candidate therapy for ataxia-telangiectasia; 320,000 compounds, 0.19% hits; […] A-T fibroblasts, KAP-1 phosphorylation AlphaLISA; neocarzinostatin DNA damage 30 min before lysis; Potency, µM (top dose mostly 57.5 µM), inactives show top-dose activation, most hits filed as activators; AID 485349; also: potency is read from the fitted curve at half-maximal effect; % of control where 0% means no effect; nearly all actives have a fitted effect of over 45% in size
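ATM-like activity read as KAP-1 phosphorylation via AlphaLISA donor/acceptor antibody pairs after lysis and 6 hr at 25C. Cells were ATM-null patient fibroblasts ([…], hTERT), dosed 60 min, then exposed to the DSB inducer NCS for 30 min.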
TCR activator = T cell receptor activation. primary human leukocytes, anti-CD3, IL-2 HTRF, 48 h. 330,000 tested, under 10 active. AID 504894. Potency, µM (doses to about 9.22 µM), for the others: top-dose activation of IL-2 secretion, usual class: activators; also: % of control where 0% means no effect
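48 hr co-incubation of compounds, a-CD3 beads and primary human leukocytes; IL-2 quantified homogeneously by HTRF with anti-IL-2 K and d2 conjugates.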
* = called active by the depositor; ? = inconclusive; . = not tested or not shown; & = joins results of further samples; [ ] = remark or other dose. Unless noted, calls follow the shape of the dose curve; as a rule, active = well fitted curve in the direction sought with a large enough effect; inconclusive = small, poorly fitted or top-dose-only effect, or another doubt; inactive = no such curve, though single readings can be large; an effect the other way counts as inactive or inconclusive.

molecule,CXXC DNA block,Menin MLL FP TR,Mito fusion yeast,MBNL1-CUG inh,Integrin act MD,TCR activator,PTAP TSG101 blk,AT treatment,ASM inhibitor,TSHR antagonist
CC(=O)Nc1ccc(S(=O)(=O)N2CCCN(S(=O)(=O)c3ccc(C)cc3)CC2)cc1,0%,33%[activator],5%,-1%,-30%,1%,-2%,-4%,0%,1
C[C@@H]1CC[C@]2(C(=O)O)CC[C@]3(C)C(=CCC4[C@]56CC[C@@](O)(OC5)C(C)(C)C6CC[C@]43C)C2[C@H]1C (stereo partly drawn),.,.,5%,.,22%,8%,-5%,11%,-18%,-35
C/C=C/COC(=O)c1[nH]c2c(c1C)C(=O)CC(c1ccco1)C2 (stereo not drawn),8%,?,4%,2%,0%,-9%[46.1 µM],0%,12%,-8%,-7
Cc1ccc(NC2CCCN(C(=O)c3ccoc3)C2)cc1C (stereo not drawn),-14%,1%,8%,1%,?,2%,-2%,-7%,0%,27
Cn1c(=O)n(C)c2cc(NC(=O)COc3ccccc3)ccc21,0%,-1%,-2%,-4%,-1%,.,-4%,9%,0%,19
COc1ccc(CC(=O)n2nc(-c3ccccc3)nc2NCc2ccco2)cc1,1%,7%,-6%,-6%,11%,-1%,3%,10%,-6%,6
COc1ccc(NC(=O)C2CC(=O)OC23CCOC(C)(C)C3)cc1 (stereo not drawn),6%,-10%,0%,-4%,-16%,-7%,-5%,0%,-1%,-1
O=C1c2cc(N3CCCC3)c([N+](=O)[O-])cc2C(=O)N1c1ccccc1,4%,3%,5%,-5%,-5%,-2%[46.1 µM],-7%,-1%,2%,-5
CC(=O)OCc1cc(=O)n(C)c(=O)n1C,-2%,-10%,-3%,1%,22%[7.66 µM],.,-6%,-3%,6%,5
CCCN1CCN(C(=O)c2ccc(CS(=O)c3ccc(Cl)cc3)o2)CC1 (stereo not drawn),10%,.,-2%,-3%,-6%,-4%,0%,-6%,7%,-5
CCOC(=O)C1CCN(C(=O)CNC(=O)Cn2c(C)cc3ccccc3c2=O)CC1,-6%,10%,-2%,2%,?,-4%,-9%,-7%,0%,1
Nc1ccc(Nc2nc(-c3cccs3)cs2)cc1,-4%,?,2%,-9%,16%,-2%,0%,0%,3%,-15
O=C(NC(=S)NCCc1ccccc1)c1ccccc1F,-2%,.,-16%,21%,-36%,6%,0%,10%,-4%,-19
Cn1nc(-c2ccccc2)cc1NC(=O)c1ccccc1,8%,-11%,22%,-1%,32%,3%,-2%,6%,-5%,3
O=C(NC(NC1CCS(=O)(=O)C1)C(Cl)(Cl)Cl)c1ccc(Br)cc1 (stereo not drawn),6%,23%,1%,-8%,-35%,-24%,-10%,-1%,-2%,-9
COCCCNCC(=O)c1c(N)n(Cc2ccccc2)c(=O)n(C)c1=O,2%,19%,2%,-10%,3%,1%,-2%,-4%,4%,-2
Cc1ccc(S(=O)(=O)Nc2cccc(-c3ccc4nncn4n3)c2)cc1,.,.,-3%,.,-4%,-3%,3%,13%,-1%,-9
Cc1cccc(NC(=S)NCCCN2CCOCC2)c1,2%,-1%,0%,-11%,-4%,-3%[46.1 µM],1%,-1%,6%,10
Cc1ccc(N2C(=O)N(C(C)C)C(C)(C)CC2(C)O)cc1 (stereo not drawn),-3%,.,0%,.,-17%,-2%,-3%,-4%,6%,1
COc1ccc(N2C(=O)CN=C2Nc2nc(C)cc(C)n2)cc1,-1%,1%,-2%,-17%,-10%,-1%,-4%,-5%,-2%,5
N#C/C(=C\c1ccc(F)cc1)c1nc(-c2ccco2)cs1,-10%,?,-2%,-6%,12%,8%[46.1 µM],-1%,-2%,2%,-9
CN(C(=O)CSc1nnc(N)s1)C1CCCCC1,7%,6%,1%,-4%,?,-6%,-3%,-1%,0%,16
O=C(CN1CCN(C(=O)CNC(=O)c2ccc3c(c2)OCO3)CC1)Nc1ccccc1Cl,.,.,2%,.,-13%,-4%,1%,3%,3%,-10
CCC1(C)CC2(CCCN(CCC(=O)c3ccccc3)C2)CCO1 (stereo not drawn),110%[activator],-3%,12%,-12%,0%,4%,-4%,0%,3%,23
COc1ccccc1CCNC(=O)C(=O)NCCC1CCCCN1S(=O)(=O)c1cccs1 (stereo not drawn),.,.,4%,.,-30%,3%,-2%,1%,-1%,-13
O=C1CCc2cc(S(=O)(=O)NCCc3ccccc3)cc3c2N1CC3,.,.,-1%,.,6%,-3%,-3%,16%,-1%,-3
O=C(Cn1ncc2c(=O)oc3ccccc3c21)N1CCC(N2CCCCC2)CC1,8%,-29%,-1%,?,-25%,12%,-4%,-9%,3%,-4
COc1ccc(-n2ccnc2SCC(=O)NC2CCCC2)c(OC)c1,21%,-15%,24%,-2%,10%,.,0%,-2%,6%,-7
CCOC(=O)[C@H]1[C@H]2COc3ccccc3[C@@H]2N2C(=O)CN(CC3CCCO3)C(=O)[C@@]12C (stereo partly drawn),.,.,.,.,19%,0%,-1%,-4%,-1%,1
CCc1ccccc1NC(=O)CN1CCN(C(=O)CCC(=O)N2CCC(c3ccccc3)=N2)CC1,.,.,1%,.,4%,7%,0%,-2%,-1%,6
CC(C)C(=O)Nc1ccc(N2CCCC2)c(Cl)c1,-2%,-20%,3%,.,13%,14%,1%,-4%,2%,5
CC(C)c1ccc(NC(=O)CSc2nnc(CN3CCOCC3)n2C)cc1,22%,-6%,-9%,?,-47%[inhibitor],-7%,-6%,12%,5%,4
CC(C)C[C@H](NC(=O)Nc1ccc(S(N)(=O)=O)cc1)C(=O)O,-7%,1%,1%,-4%,11%,-1%,-2%,3%,6%,11
CCC(=O)NC(c1ccco1)c1cc(Cl)c2cccnc2c1OC (stereo not drawn),.,.,3%&-4%,.,.,0%,-1%,7%&3%,7%,1&-5
O=C(CCCc1c[nH]c2ccccc12)N1CCCCCC1,-1%,0%,-2%,-3%,-2%,-5%,-3%,2%,2%,-9
COc1cc(NC(=O)COc2ccccc2)c(OC)cc1NC(C)=O,3%,-20%,13%,-15%,23%,6%,-1%,4%,-4%,-24
O=C(CSc1ccc([N+](=O)[O-])cc1)NNC(=O)c1ccccc1F,-4%,-2%,-11%,?,-6%,-2%,-6%,3%,0%,2
COc1ccc(C(=O)CC(=O)C(=O)Nc2c(C)cccc2C)cc1,3%,-2%,-5%,11%,26%,0%,1%,-8%,-1%,-4
O=c1cc(C(F)(F)F)[nH]c2ccccc12,0%,.,-2%,.,?,-11%,-2%,1%,-1%,-3
CNC(=S)N(CCO)Cc1cc2cc3c(cc2[nH]c1=O)OCO3,5%,19%,0%,-3%,8%,-3%,-8%,-20%,28%,9
CCC(=O)N(NC1=NS(=O)(=O)c2ccccc21)S(=O)(=O)c1ccc(C)cc1,-8%,11%,-2%,-25%,31%,3%,0%,4%,2%,40
CCc1ccc2c(c1)C(=O)C(=O)N2CCS(=O)(=O)c1ccccc1,1%,.,-1%,?,-46%[inhibitor],12%,-1%,-4%,26%,-3
O=S(=O)(NCc1ccccc1)c1ccc(-c2cnc(C3CC3)o2)cc1,1%,.,-2%,-6%,-32%,-1%,-8%,-16%,-5%,-3
CC1CCCN(Cc2nc3c(c(=O)n(C)c(=O)n3C)n2Cc2c(F)cccc2Cl)C1 (stereo not drawn),-11%,-8%,-15%,-8%,-21%,-4%,-1%,.,1%,6
COc1ccc(-c2nc3ccccc3c(=O)n2N)cc1,-9%,-7%,0%,3%,23%,3%,-3%,-6%,0%,-2
COc1cc(S(=O)(=O)Nc2ccc(C(=O)NCC(=O)O)cc2)ccc1NC(C)=O,1%,8%,3%,-1%,9%,-2%,-1%,-5%,1%,13
CN(C)/C=C/C(=O)c1ccc2noc(-c3ccccc3)c2c1,11%,11%,2%,?,8%,1%,-3%,0%,-11%,1
O=C(Nc1ccsc1C(=O)NC1CC1)c1ccccc1,-6%,8%,14%,-4%,4%,-6%,-5%,4%,-1%,-4

Not all compounds are listed, so the mix of outcomes need not match the whole.
